PMI inhibitors – inhibitors of human PMI, primary screen, biochemical, fluorescence intensity, coupled assay (AID 1209). Mannose-6-phosphate isomerase (Homo sapiens). purified PMI enzyme, coupled fluorescence intensity; higher % means a stronger effect. inhibition, % at 20 µM, or IC50 in µM where a hit was titrated. 190,000 compounds, 0.42% hits; in the data active = inhibition above about 50%;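 also: plate controls were DMSO vehicle for no effect and wells lacking substrate for full effect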
Ins promoter up – insulin promoter activators in MIN6 cells, imaging, high-content screening, mouse beta cells. MIN6 insulin promoter-GFP reporter; hits give high values. z-score at 5 µM. 190,000 compounds, 0.3% hits;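 active = z-score above 3 at 5 µM with at least 500 cells counted in the well; inconclusive = wells under 500 cells, flagged as cytotoxic or low count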
TNAP activators – human TNAP enzyme activators, primary screen, biochemical, luminescent, no phosphate acceptor, uHTS (AID 1001); Alkaline phosphatase, tissue-nonspecific isozyme (Homo sapiens); purified TNAP, luminescent activation assay, no phosphate acceptor; higher activation fold means a stronger effect; activation fold at 20 µM; hits with a dose series show EC50 in µM; 200,000 compounds, 0.03% hits; in the data active = activation fold from about 3, or a potency from the dose series; inactive = the rest, 99 in 100 with activation fold below about 1.6; also: many of its hits are not listed in these tables
T cell modulator – modulators of CD8 T cell-vesicle binding, primary screen, mouse 2C CD8+ T cells, flow cytometry. 2C CD8+ T cell-vesicle binding; hits give low values. calls only at 7 µM. 330,000 compounds, 0.068% hits. AID 2052, 2009;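 active = response, share of CD8 T cells binding vesicles, and their 90th percentile fluorescence all below set limits, cut at about 80% in these data, passing the limit was not always enough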
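Read-out – percent CD8+ FL2 mean versus row control · System – murine 2C transgenic CD8+ T lymphocytes · Times – 1.5 h cell–vesicle binding at 37 °C, then 20 min icy labelling · Control set – naked vesicles low, QL9 vesicles with vehicle high · Detection – cytometric PE anti-B7-1 and Alexa647 anti-CD8 signals after 1% paraformaldehyde fixation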
Myeloid diff MLP – induction of myeloid progenitor differentiation, primary screen, cell-based, flow cytometry, MLPCN library; ER-HoxA9 myeloid progenitors, lysozyme-GFP differentiation; 360,000 compounds, 1% hits; calls only at 10 µM;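 active = normalized GFP-positive differentiation at or above the plate's own cutoff, the solvent-only control mean plus 3 SD; inconclusive = no clear call, values can overlap the other calls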;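 also: cells exposed to compound for four days before flow analysis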
Dynein cargo inh – inhibitors of GR-EGFP nuclear translocation, primary screen, dynein cargo transport inhibitor project, imaging, high-content, 3617.4 mouse cells. test concentration mostly 20 µM; stimulated with dexamethasone, 1 µM; hits give low values. 220,000 compounds, 0.47% hits. z-score, hits read low;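 active = plate z-score of nuclear minus cytoplasmic receptor signal below a set negative limit, without overly bright fluorescence or cell loss, cut at about -3.5 in these data, passing the limit was not always enough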;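 also: z-score of nuclear minus cytoplasmic ring GR-EGFP intensity difference per well; some compounds called inactive have numbers as strong as hits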
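Medium: Induction medium lacking tetracycline, stripped serum | Probe or stimulus: 1.0 µM final dexamethasone stimulus | Schedule: 48 h induction, then 1 h compound, then 30 min agonist, 37 °C | Signal: Automated 10x imaging of fixed Hoechst-stained cells | Evaluation: Per-cell GR-EGFP intensity, nucleus versus surrounding cytoplasmic ring, well-averaged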
bCat nuc transl – modulators of beta-catenin nuclear translocation, primary screen, imaging, HeLa cells, immunofluorescence, high-content. nuclear translocation activity, % at 5 µM. 190,000 compounds, 0.3% hits. AID 1665, 2009;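 active = nuclear translocation activity above 50% at 5 µM, with a well cell count of 50 or more; inconclusive = wells under 50 cells across six images, flagged as toxic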;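 also: per-cell ratio of nuclear to cytoplasmic median beta-catenin stain intensity; plate controls were DMSO negative control for no effect and GSK-3 inhibitor IX positive control for full effect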
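assay system = human HeLa cells, endogenous beta-catenin | times = compound treatment 24 h, 37°C, 5% CO2 | detection = Anti-beta-catenin immunofluorescence on PFA-fixed, Triton-permeabilized cells, DAPI nuclei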
Hep lipid drop – inhibitors of hepatocyte lipid droplet formation, primary screen, imaging, high-throughput imaging, BODIPY stain. inhibition, % at 6.5 µM. AID 1656, 2009. 240,000 compounds, 0.4% hits. AML12 mouse hepatocytes, oleate lipid droplets;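 active = lipid droplet intensity inhibited by at least 50%, with more than 500 cells counted; inconclusive = wells with under 300 cells, treated as cytotoxic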
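Technique: fluorescence imaging, 20x objective, two fields per well / Assay system: AML12 hepatocytes (mouse) / Measure: % inhibition of lipid droplet signal / Doses: 6.5 µM single-point dosing / Incubation: overnight exposure / Reagent: 100 µM oleic acid challenge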
MT stabilizer – microtubule stabilizers in HeLa cells, primary screen, imaging, high-content imaging. HeLa tubulin immunostaining HCS, 24 h; share of cells brighter than vehicle mean+2SD. 200,000 compounds, 0.83% hits. AID 2205, 2009. % tubulin-high responders, % at 10 µM;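 active = plate Z-score above 3 for both tubulin-high and condensed-nucleus cell shares, with cell loss under 80%, at 10 µM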;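 also: anti alpha tubulin signal scored within the nucleus-defined area of each cell; some results filed as inactive read as strong as hits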
Dynein cargo inh cytoplasmic EGFP – second read-out of Dynein cargo inh, no call of its own (marks repeat the call); z-score; measured here: cytoplasmic GR-EGFP intensity; hits give high values
Dynein cargo inh nuclear GR-EGFP – recorded beside Dynein cargo inh, whose call it bears; z-score; measured here: nuclear GR-EGFP intensity;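 lower value marks the stronger effect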
Dynein cargo inh cell count – also measured in Dynein cargo inh; calls as there; z-score; measured here: cell count per field
Ins promoter up cell count – also measured in Ins promoter up; calls as there; cell count; measured here: cytotoxicity, nuclei count;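 total cells summed across four imaged fields per well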
Hep lipid drop cells 6.5 µM – further read-out of Hep lipid drop, marked with its call; cell count; measured here: cell count, cytotoxicity flag;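 cells counted across two imaged fields per well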
bCat nuc transl cell count 5 µM – further read-out of bCat nuc transl, marked with its call; cell count; measured here: cell count, cytotoxicity flag
T cell modulator vesicle-bound % – also measured in T cell modulator; calls as there; double positive events, %; measured here: CD8+ vesicle-bound cell fraction;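 binding gate set so that unloaded-vesicle control wells show 10% double positive cells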
MT stabilizer Hoechst-high % – further read-out of MT stabilizer, marked with its call; % Hoechst-high responders; measured here: nuclear condensation Hoechst responders;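 share of cells brighter than vehicle mean plus two SD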
MT stabilizer cytotoxicity % – further read-out of MT stabilizer, marked with its call; toxicity, %; measured here: cytotoxicity by cell density;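 0% = mean cell density of plate MIN control wells and 100% = no cells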
Myeloid diff MLP GFP+ MAC1+ % – second read-out of Myeloid diff MLP, no call of its own (marks repeat the call); GFP+ MAC1+ double positive, %; measured here: differentiation confirmed by MAC1 staining
Numbers without * were called inactive; i = inactive; ? = inconclusive; . = not tested or not shown.

SMILES	PMI inhibitors	Ins promoter up	Ins promoter up cell count	TNAP activators	T cell modulator	T cell modulator vesicle-bound %	Myeloid diff MLP	Myeloid diff MLP GFP+ MAC1+ %	Dynein cargo inh	Dynein cargo inh cytoplasmic EGFP	Dynein cargo inh nuclear GR-EGFP	Dynein cargo inh cell count	bCat nuc transl	bCat nuc transl cell count 5 µM	Hep lipid drop	Hep lipid drop cells 6.5 µM	MT stabilizer	MT stabilizer Hoechst-high %	MT stabilizer cytotoxicity %
CC(NC(=O)C1c2ccccc2Oc2ccccc21)C1CCCO1 (stereo not drawn)	-2.1%	-0.45	1584	1.1	i	27.5	i	0.3	-0.212	-0.344	0.605	-0.0687	-4.9	1086	34.3	695	5.7	2.2	11.3
CN1CCN(C(=O)c2cc(Oc3c(F)c(F)c(F)c(F)c3F)cc(C(=O)N3CCN(C)CC3)c2)CC1	-13.9%	-0.19	1277	1.1	i	44.6	i	0.1	0.276	-0.356	0.429	0.456	1.1	1082	-7.8	703	4.3	2.3	7.1
CCOc1ccccc1NC(=O)C(Sc1nnnn1C)c1ccccc1 (stereo not drawn)	1.3%	0.89	1170	1.1	i	37.4	i	0.3	-0.552	-0.337	-0.00711	0.485	-1.2	1060	-6.7	681	3.4	2.8	7.8
Cc1c(Cl)cccc1NC(=S)N/N=C/c1ccccc1Cl	.	0.09	1070	.	i	35.2	.	.	-0.0118	0.903	0.507	-0.0685	1.6	1238	7.3	662	.	.	.
CCOC(=O)Oc1ccc2oc(C)c(C(=O)OCCOC)c2c1	3.8%	-0.08	1434	1.1	i	19.4	i	0.9	-0.551	-0.205	-0.28	0.582	2.0	1141	.	.	6.6	2.9	0.7
Cc1ccc(Nc2nc(-c3c(C)n(C)n(-c4ccccc4)c3=O)c(C)s2)cc1	0.9%	-0.13	1599	1.1	i	16.9	i	0.8	0.0253	-0.177	0.591	-0.449	-3.7	1342	.	.	2.0	2.0	11.8
COc1ccc(NC(=O)Cn2c(CCC(=O)O)ccc2-c2ccc(C)cc2)cc1	9.5%	0.42	1661	1.1	i	36.9	i	0.3	-0.402	-0.261	-0.428	0.584	2.1	887	-5.5	718	4.6	1.8	11.4
COc1cc(NC(=O)c2ccno2)cc(C(=O)Nc2cccc(C(F)(F)F)c2)c1	.	-0.25	1009	.	i	40.5	i	0.9	-0.832	-0.781	-0.333	0.358	-2.0	1371	14.1	709	.	.	.
Nn1c(Nc2ccccc2)nc2ccccc2c1=O	10.7%	0.75	1005	1.1	i	19.0	i	1.6	0.233	-0.279	0.286	-0.544	-1.3	1145	.	.	5.3	5.1	5.9
COC(=O)c1cc(OC)c(OC)cc1NC(=O)c1c(-c2ccccc2Cl)noc1C	12.2%	-0.08	994	0.9	i	28.7	i	1.1	-0.443	-0.222	-0.186	0.485	-5.2	1002	.	.	17.1	14.1	7.4
CCCCCCCCn1cc(C(C)=O)c(=O)[nH]c1=O	3.8%	0.38	1631	1	i	13.3	i	1.0	0.437	-0.209	0.973	0.139	-1.0	1302	.	.	2.9	1.7	4.4
COCC(=O)NCc1ccc2c(c1)OCO2	1.6%	1.29	1324	1.1	i	49.2	i	1.1	1.12	-0.152	0.62	0.058	-0.8	1206	.	.	2.9	1.6	1.4
CNc1ccc(NC(C)=O)cc1[N+](=O)[O-]	4.9%	-0.1	1521	0.9	i	52.7	i	0.4	2.64	0.58	2.14	-1.42	0.4	1101	-29.0	614	2.2	1.8	9.3
COc1ccc(Nc2ncnc3ccc([N+](=O)[O-])cc23)c(OC)c1	-5.0%	-0.02	1187	1	i	10.9	i	0.5	-0.91	0.213	-0.559	-0.502	-0.3	1103	-12.4	671	2.1	1.7	5.4
CCOC(=O)CSc1nc2cc(C(=O)NCc3ccco3)ccc2c(=O)n1C1CCCCC1	6.5%	-0.4	1379	1.1	i	57.4	i	0.8	-0.609	-0.0661	0.234	2.63	1.0	1155	-39.5	672	3.5	2.4	10.9
O=C(COC(=O)/C=C/c1cccs1)NC(c1ccccc1)c1ccccc1	6.1%	-0.07	1371	1.1	i	46.1	i	1.8	0.631	-0.123	0.141	-1.26	2.6	1019	-4.8	533	4.3	2.8	6.4
Cc1ccc(-c2nc3ccccc3o2)cc1NC(=S)NC(=O)/C=C/c1ccco1	3.3%	-0.35	1439	1.1	i	39.8	i	0.6	0.0402	-0.177	0.406	0.0516	-3.3	1348	.	.	32.6	7.8	50.4
O=C1C=C(Nc2ccc(Cl)cc2Cl)CC(c2ccco2)C1 (stereo not drawn)	-10.2%	.	.	1.1	i	57.7	.	.	-0.35	-0.268	-0.0294	0.0251	2.0	1005	-33.0	602	11.2	58.2	30.5
CCOC(=O)c1c(C)[nH]c(C(=O)OCC(=O)N2CC(C)OC(C)C2)c1C (stereo not drawn)	0.5%	0.18	986	1	i	36.0	i	0.7	-0.301	-0.351	0.0105	0.25	-4.2	1154	2.0	700	2.8	2.7	5.2
O=C(CCSc1ccccc1)Nc1ccccc1Br	5.6%	0.66	1674	1.1	i	49.8	i	1.3	0.86	0.879	0.796	0.00263	-1.3	1076	-11.8	690	1.9	2.1	10.6
Cc1ccc(OCC(=O)N(C)Cc2ccccc2)c([N+](=O)[O-])n1	15.8%	0.2	1573	1.1	i	30.6	i	0.5	0.419	-0.0534	0.251	-1.23	-1.4	1065	-0.8	560	4.2	2.4	3.8
Cc1cc(C)nc(N2CCN(C(=O)CCC(=O)Nc3nnc(CC(C)C)s3)CC2)n1	.	0.54	1034	.	i	21.7	i	0.2	-0.542	-0.225	0.138	0.802	-0.5	1321	27.3	712	.	.	.
O=C(C1=C(O)C(=O)N(c2ncccn2)C1c1ccc(Cl)cc1)c1ccco1 (stereo not drawn)	-19.7%	.	.	0.8	i	14.1	i	1.0	1.04	-0.209	0.415	-1.3	.	.	.	.	2.0	2.1	9.8
CCC(=O)Nc1ccc(N2CCN(S(C)(=O)=O)CC2)cc1	-5.6%	0.17	1333	1	i	42.1	i	1.3	2.73	-0.118	0.997	-1.9	-0.7	546	10.2	631	5.7	2.1	5.3
O=C(c1cc2ccccc2o1)N1CCN(c2ccccc2Cl)CC1	11.7%	1.28	1038	1.1	i	52.1	i	1.8	-0.189	-0.216	0.0646	0.458	.	.	-1.1	809	1.8	1.9	10.5
CCC/C(O)=C1\C(=O)CCCC1=NCCc1c(C)[nH]c2ccc(OC)cc12	5.5%	1.45	1080	1	i	44.3	?	.	-0.564	-0.29	-0.433	0.608	-0.5	1113	-45.2	771	1.0	1.8	7.6
CCOC(=O)CCC(NC(=O)CCCC(=O)NC(CCC(=O)OCC)C(=O)OCC)C(=O)OCC (stereo not drawn)	14.3%	1.45	1480	0.9	i	27.5	i	0.8	-0.0533	-0.256	-0.0838	-0.0191	-1.3	996	-2.8	605	1.2	2.1	5.3
Clc1cccc(N2CCN(c3nnnn3-c3ccccc3)CC2)c1	3.6%	-0.51	1179	1.1	i	23.8	i	0.5	-0.567	-0.218	-0.607	0.488	1.0	1099	-11.8	722	6.6	3.7	4.4
O=C(c1ccc(F)cc1)N1CCCCC(Sc2nnnn2-c2ccccc2)C1=O (stereo not drawn)	4.7%	-0.06	904	1	i	39.4	i	1.5	-0.468	-0.316	-0.252	0.333	-3.6	1187	-3.4	754	0.8	1.9	6.4
COc1ccc(NC(=S)NC2CCCCCC2)c(OC)c1	-1.8%	-0.46	1348	1	i	32.0	i	0.4	-0.0389	-0.219	-0.35	0.164	.	.	-10.2	682	2.3	2.3	0.9
CCN(CC)S(=O)(=O)c1ccc(OC)c(NC(=S)Nc2cc(C)ccc2C)c1	10.7%	-0.16	1350	1.2	i	45.5	.	.	0.0916	-0.216	0.276	-0.388	1.2	932	6.1	567	3.4	2.2	10.3

Entries of single compounds, looked up by structure. Screens in order: PMI inhibitors | Ins promoter up | Ins promoter up cell count | TNAP activators | T cell modulator | T cell modulator vesicle-bound % | Myeloid diff MLP | Myeloid diff MLP GFP+ MAC1+ % | Dynein cargo inh | Dynein cargo inh cytoplasmic EGFP | Dynein cargo inh nuclear GR-EGFP | Dynein cargo inh cell count | bCat nuc transl | bCat nuc transl cell count 5 µM | Hep lipid drop | Hep lipid drop cells 6.5 µM | MT stabilizer | MT stabilizer Hoechst-high % | MT stabilizer cytotoxicity %
Entry for Clc1cccc(N2CCN(c3nnnn3-c3ccccc3)CC2)c1 = 3.6% | -0.51 | 1179 | 1.1 | i | 23.8 | i | 0.5 | -0.567 | -0.218 | -0.607 | 0.488 | 1.0 | 1099 | -11.8 | 722 | 6.6 | 3.7 | 4.4
Entry for CCOC(=O)CCC(NC(=O)CCCC(=O)NC(CCC(=O)OCC)C(=O)OCC)C(=O)OCC (stereo not drawn) = 14.3% | 1.45 | 1480 | 0.9 | i | 27.5 | i | 0.8 | -0.0533 | -0.256 | -0.0838 | -0.0191 | -1.3 | 996 | -2.8 | 605 | 1.2 | 2.1 | 5.3
